VEEV TC-83 Vero: inhibitors of VEEV TC-83 cytopathic effect, confirmation, Vero cells (AID 588727); Vero cells, VEEV TC-83 cytopathic effect inhibition; higher % means a stronger effect; one-dose inhibition, % at 20 µM; IC50 in µM for titrated hits; 350,000 tested, 0.13% active; in the data active means a potency from the dose series; inconclusive means inhibition mostly from about 14% at the one dose, without a potency; inactive means the rest, 99 in 100 with inhibition below about 12%; further: strong numbers were not always called active
M. tuberculosis HTS: M. tuberculosis growth inhibition, HTS (AID 449762); M. tuberculosis H37Rv growth inhibition, 7H9 media; higher % means a stronger effect; inhibition, % at 25 µM, or IC50 in µM where a hit was titrated; 330,000 tested, 0.59% active; in the data active means a potency from the dose series; inconclusive means inhibition above about 70% without an active follow-up result;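 further: bacterial growth assessed after seven days of incubation; strong numbers were not always called active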
influenza NS1A: H1N1 influenza NS1A inhibitors, functional cell based assay (AID 504329) | inhibition, % at 12.5 µM, or IC50 in µM where a hit was titrated | NS1A functional cell-based assay, percent inhibition; higher % means a stronger effect | 340,000 tested, 0.3% active; in the data active means a potency from the dose series; inconclusive means inhibition above about 27% without an active follow-up result; further: strong numbers were not always called active
tuberculosis growth: growth inhibition of non-replicating M. tuberculosis (AID 488890); Mycobacterium tuberculosis non-replicating, growth inhibition; higher % means a stronger effect; inhibition, % at 25 µM, or IC50 in µM where a hit was titrated; 320,000 tested, 0.39% active; in the data active means a potency from the dose series; inconclusive means inhibition mostly from about 82% at the one dose, without a potency; inactive means the rest, 99 in 100 with inhibition below about 76%;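 further: plate controls were DMSO cells for no effect and high antibiotic wells for full effect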
PhoP GFP inhibition: PhoP regulon inhibitors, Salmonella typhi PhoP promoter GFP reporter, confirmatory (AID 1850) | 310,000 tested, 0.33% active | inhibition, % at 50 µM; hits with a dose series show IC50 in µM | Salmonella Typhi PhoP-promoter GFP reporter, fluorescence, 4 h; higher % means a stronger effect; in the data active means a potency from the dose series; inconclusive means inhibition mostly from about 25% at the one dose, without a potency; inactive means the rest, 99 in 100 with inhibition below about 19%;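 further: 0% = induced wells with vehicle and 100% = uninduced wells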
VEEV TC-83 Vero 10K pilot screen: second read-out of VEEV TC-83 Vero, no call of its own (marks repeat the call); inhibition, %; measured here: 10K pilot screen inhibition
The depositor's hits bear a star; i = inactive; ? = inconclusive; · = not tested or not shown; & = joins results of further samples.

SMILES | VEEV TC-83 Vero | M. tuberculosis HTS | influenza NS1A | tuberculosis growth | PhoP GFP inhibition | others
c1ccc(Cn2nnc3c(NCC4CCCO4)nc(C4CC4)nc32)cc1 (centres undefined) | 1.8% | 16% | 1% | 8% | -4%
CCc1ccc(N(C(=O)c2csnn2)C(C(=O)NC2CCCCC2)c2cccnc2)cc1 (centres undefined) | 1.3% | 5% | 7% | -15% | -26%
Cc1cc(O)c(-c2cc(C(=O)Nc3ccc(S(=O)(=O)N4CCOCC4)cc3)[nH]n2)cc1C | 6.3% | 4% | 5% | -23% | 4%
COc1ccccc1CC(=O)Nc1ccc(-c2nnc(-c3ccco3)o2)cc1 | 6.1% | -8% | 1% | -8% | 5%
CC1(C)Oc2ccc(C(=O)NC3CCCC3)cc2N(CC(=O)NC2CCCCC2)C1=O | i | 0% | -6% | 9% | 17%
Cc1cc(C)cc(N(CC(=O)NCc2ccco2)C(=O)CCC(=O)Nc2ccccn2)c1 | 9.1% | · | 1% | · | ·
Cc1ccc(F)cc1NC(=O)CSc1nnc(CNC(=O)c2ccco2)n1C | 1.2% | -6% | -11% | -21% | 13%
O=C(/C=C/Nc1ccc(F)cc1)c1ccco1 | 0.7% | 0% | -18% | -2% | -4%
COc1ccc(/C=N/NC(=O)c2cccnc2)c(C(=O)O)c1OC | i | -2% | -15% | 2% | 24%
C=CCN(C(=O)Cn1nc(C)n2c(cc3cc(C)ccc32)c1=O)c1ccccc1 | 1.8% | 10% | 3% | 10% | 5%
CCOc1c(Cl)cc(CNCC(C)C)cc1OC | i | -6% | 4% | -2% | -3%
N#C/C(=C/C=C/c1ccccc1)C(=O)Nc1ccccc1 | 4.0% | 63% | 11% | ? | 0%
O=C1CCCc2nc(N3CCCCC3)sc21 | 0.8% | 1% | -6% | -13% | -1%
COCCn1c(=O)[nH]c2cc(C(=O)OC)ccc2c1=O | 0.8% | 60% | -1% | -7% | -2%
Cn1c(C(=O)N2COCC2(C)C)cc2c(=O)n3ccccc3nc21 | 6.0% | -5% | -36% | -6% | -4%
COc1ccccc1CN1CC(C(=O)NCCCc2ccc(F)cc2)CCC1=O (centres undefined) | 2.5% | 2% | 10% | 10% | -10%
Cc1ccc(C)c(C(=O)COc2ccc(C)nc2[N+](=O)[O-])c1 | 4.5% | 2% | -4% | 10% | -5%
CCCCn1c(N)c(N(CCOC)C(=O)COc2c(C)cccc2C)c(=O)[nH]c1=O | 1.5% | -11% | 0% | -9% | 6%
CCOc1ccc(NC(=O)CN(C)C(=O)c2cccc(S(=O)(=O)N3CCCC3)c2)cc1OCC | 2.5% | · | -10% | · | ·
CCOC(=O)c1ccc(NC(=O)CSc2ccc(-c3ccccn3)nn2)cc1 | 8.1% | ? | 50% | ? | -8%
COC(=O)c1ccc2nc(Nc3nc4c(F)cc(F)cc4s3)sc2c1 | 3.3% | 7% | -1% | 69% | -16%
COC(=O)c1ccc(S(=O)(=O)N(C2CCCCC2)C2CCCCC2)n1C | i | -4% | 0% | 3% | 5%
CCc1nccn1S(=O)(=O)c1ccc(OC)c(C)c1C | 0.8% | 2% | -6% | -4% | -4%
COc1ccc(C)cc1S(=O)(=O)N(CC(=O)O)c1ccc(F)cc1 | 0.5% | 1% | -9% | 10% | -3%
C=CCSc1nc(N)c2c3c(sc2n1)CN(C)CC3 | 0.5% | -1% | 8% | 26% | -3%

Brought forward from above: 7 compounds, followed by the next part.
SMILES | VEEV TC-83 Vero | M. tuberculosis HTS | influenza NS1A | tuberculosis growth | PhoP GFP inhibition | others
CCOc1ccc(NC(=O)CN(C)C(=O)c2cccc(S(=O)(=O)N3CCCC3)c2)cc1OCC | 2.5% | · | -10% | · | ·
CCOC(=O)c1ccc(NC(=O)CSc2ccc(-c3ccccn3)nn2)cc1 | 8.1% | ? | 50% | ? | -8%
COC(=O)c1ccc2nc(Nc3nc4c(F)cc(F)cc4s3)sc2c1 | 3.3% | 7% | -1% | 69% | -16%
COC(=O)c1ccc(S(=O)(=O)N(C2CCCCC2)C2CCCCC2)n1C | i | -4% | 0% | 3% | 5%
CCc1nccn1S(=O)(=O)c1ccc(OC)c(C)c1C | 0.8% | 2% | -6% | -4% | -4%
COc1ccc(C)cc1S(=O)(=O)N(CC(=O)O)c1ccc(F)cc1 | 0.5% | 1% | -9% | 10% | -3%
C=CCSc1nc(N)c2c3c(sc2n1)CN(C)CC3 | 0.5% | -1% | 8% | 26% | -3%
CSc1ncccc1C(=O)NCC12CC3CC(CC(C3)C1)C2 | 0.7% | 3% | -3% | 11% | 5%
Cc1nc2cc(C(=O)OCC(=O)NC3CCS(=O)(=O)C3)ccc2n1-c1ccccc1 (centres undefined) | 2.4% | -10% | -8% | -4% | -10%
O=C(Cn1ccc(NC(=O)OCc2ccccc2)nc1=O)NCCCN1CCCC1=O | 0.1% | 3% | -7% | -4% | ·
Fc1cccc(NC(=S)NC2CCCCCCC2)c1 | 0.5% | ? | 4% | ? | 0%
O=C(Nc1ccc(Cl)c(Cl)c1)N1CCCCCC1 | 2.3% | 2% | -11% | 16% | -3%
COc1ccccc1NC(=O)Cc1noc(CSc2cc(C)c3ccccc3n2)n1 | 5.5% | -3% | 2% | 45% | -5%&-4%
COc1cc(CCC(=O)OCC(=O)N(CCC#N)c2ccccc2)cc(OC)c1OC | 1.8% | -2% | 11% | -20% | 1%
Cc1cccc(NC(=O)CSc2ccc(-c3cccs3)nn2)c1C | i | -12% | -1% | 23% | 0%
CN1CCc2c(sc3nc(SCC(N)=O)n(-c4ccccc4)c(=O)c23)C1 | 0.2% | 2% | 10% | 8% | -6% | VEEV TC-83 Vero 10K pilot screen=1.8
CCC(CC)C(=O)Nc1cccc(C(=O)NCCc2ccccc2)c1 | 2.7% | 3% | -1% | 26% | 4%
Cc1cc([N+](=O)[O-])c(Cl)cc1NC(=O)C(C)C | 7.0% | -4% | 1% | -3% | 12%
Cc1ccnc(NS(=O)(=O)c2ccc(NC(=O)c3cncc(Br)c3)cc2)n1 | 1.6% | -12% | -8% | 0% | -2%
CCOC(=O)CCC(=O)Nc1ncnc2c1C(c1ccccc1)c1c(ccc3ccccc13)O2 (centres undefined) | 4.0% | 11% | 11% | 77% | ·
COc1ccc(CCN2C(=O)CC(Nc3ccc(N4CCOCC4)cc3)C2=O)cc1OC (centres undefined) | 2.4% | 2% | 16% | 12% | -8%
Cc1ccc(NC(=O)CCc2ccc(C)o2)c(Br)c1 | i | ? | -4% | ? | -1%
CC(C)(C)Nc1nc(Nc2ccc([N+](=O)[O-])cc2)nc(NC(C)(C)C)n1 | 0.8% | 38% | -10% | -9% | -6%
O=C(COc1ccc(Cl)cc1)NC1=NN(c2ccccc2)C(=O)C1 | 0.6% | 3% | 15% | 15% | -20%
COc1cc(C2OC(=O)c3ccccc3S2)cc(OC)c1OC (centres undefined) | 1.2% | 2% | 3% | -12% | 4%
CC(=O)Nc1ccc(NC(=O)CC2(CC(=O)N3CCOCC3)CCCC2)cc1 | 2.1% | · | -9% | · | ·
Cc1ccc(NC(=S)NC(=O)C2CCC2)cc1C | 4.3% | ? | 0% | ? | -14%
COc1cc(NC(=O)CN2CCN(S(=O)(=O)c3ccc(C(C)C)cc3)CC2)cc(OC)c1 | 4.3% | 0% | 4% | -1% | 22%
CCOc1ccccc1-c1nc(-c2ccc(NC(=O)c3ccc(Br)o3)cc2)no1 | · | 4% | · | 18% | 2%
O=C(O)CN1C(=O)COc2cc(S(=O)(=O)N3CCCC3)ccc21 | 1.2% | 1% | 0% | 5% | -2%
COc1ccc(Cl)cc1NC(=O)C1CSC(c2ccncc2)=N1 (centres undefined) | 6.6% | -2% | -2% | 48% | 7%
COc1c(CC=C(C)C)cc(C2CC(=O)c3c(O)cc(O)cc3O2)cc1CC=C(C)C (centres undefined) | 1.8% | 6% | -1% | -8% | -5%

Overlap with the part before: two entries; new compounds follow.
SMILES | VEEV TC-83 Vero | M. tuberculosis HTS | influenza NS1A | tuberculosis growth | PhoP GFP inhibition | others
COc1ccc(Cl)cc1NC(=O)C1CSC(c2ccncc2)=N1 (centres undefined) | 6.6% | -2% | -2% | 48% | 7%
COc1c(CC=C(C)C)cc(C2CC(=O)c3c(O)cc(O)cc3O2)cc1CC=C(C)C (centres undefined) | 1.8% | 6% | -1% | -8% | -5%
NC1=NC(c2ccc(Br)cc2)n2c(nc3ccccc32)N1 (centres undefined) | 0.1%&0.1% | -2% | -14%&3% | -5% | -1%
CC(=O)Nc1ccc(NC(=O)Cn2cc3c(n2)CCCC3)cc1 | 1.1% | -2% | 5% | -4% | -10%
C/C(=N\NC(=O)c1cccnc1)c1ccc(C)c([N+](=O)[O-])c1 | 0.1% | 2% | -10% | -14% | 6%
O=C(CSc1nc2ccccc2n1CC(=O)N1CCCC1)N1CCN(C(=O)c2ccco2)CC1 | i | 6% | -2% | -20% | 4%
CCOc1c(Br)cc(/C=C2\C(=O)N(CCC#N)N=C2C)cc1OC | 8.1% | -6% | -5% | -6% | -7%
CCC(C)Sc1ccc(-c2nc3ccc(C)cn3c2NCc2ccccc2)cc1 (centres undefined) | i | 4% | 2% | 7% | · | VEEV TC-83 Vero 10K pilot screen=2.2
Cc1ccc(NC(=O)CSc2nccn2Cc2ccco2)cc1 | 4.1% | -6% | 3% | 12% | -10%
Cn1c(N)c(C(=O)CSc2nnc(C3CC3)n2Cc2ccccc2)c(=O)[nH]c1=O | 1.6% | -3% | -4% | -7% | ·
CC(C)c1ccc(NC2CCCN(C(=O)CCCn3cncn3)C2)cc1 (centres undefined) | i | 3% | 11% | -3% | -5%
CN=C1S/C(=C\c2cn(CC(=O)OC)c3ccccc23)C(=O)N1C | 0.2% | 61% | 0% | ? | 1%
CCCCN(C)Cc1c(C)[nH]c2c(ccc3ccccc32)c1=O | i | 8% | 2% | 0% | -5%
CCO[C@@H]1OC(C(=O)O)=C[C@H](C)[C@H]1CCCO | 0.1% | -7% | 2% | 2% | -8%
O=S(=O)(Nc1ccc2c(c1)OCO2)c1cccc(Br)c1 | 3.1% | 2% | -2% | 15% | ·
O=C(O)/C=C/c1nc(-c2ccccc2)n2ccccc12 | i | 18% | 15% | 15% | 5%
O=C(COC(=O)CNS(=O)(=O)/C=C/c1ccccc1)Nc1cccc2ccccc12 | 1.8% | -4% | -6% | 4% | -6%
Cc1nc2ccc([N+](=O)[O-])cc2nc1C | 0.5% | -3% | 8% | -5% | 5%
Cc1cc(/C=C2/SC(=O)NC2=O)c(C)n1-c1ccc(N2CCOCC2)cc1 | 0.3% | 1% | -2% | 1% | -4%
O=C(O)c1ccccc1C(=O)NNC(=O)C(c1ccccc1)c1ccccc1 | 0.6% | -12% | -13% | -5% | -4%
COC(=O)c1ccccc1NC(=O)CSc1nccn1C | 0.4% | -1% | 6% | 4% | -8%
CC(C)CCNC(=O)Cc1ccc(Nc2nc(=S)[nH]c3ccccc23)cc1 | 3.2% | -13% | -6% | -2% | 10%
O=C1CN(C(=O)c2cc(Br)c(Br)s2)c2ccccc2N1 | 2.4% | -4% | 5% | 0% | 3% | VEEV TC-83 Vero 10K pilot screen=8.0

Five successive records already listed, quoted:
SMILES | VEEV TC-83 Vero | M. tuberculosis HTS | influenza NS1A | tuberculosis growth | PhoP GFP inhibition | others
Cc1cc(/C=C2/SC(=O)NC2=O)c(C)n1-c1ccc(N2CCOCC2)cc1 | 0.3% | 1% | -2% | 1% | -4%
O=C(O)c1ccccc1C(=O)NNC(=O)C(c1ccccc1)c1ccccc1 | 0.6% | -12% | -13% | -5% | -4%
COC(=O)c1ccccc1NC(=O)CSc1nccn1C | 0.4% | -1% | 6% | 4% | -8%
CC(C)CCNC(=O)Cc1ccc(Nc2nc(=S)[nH]c3ccccc23)cc1 | 3.2% | -13% | -6% | -2% | 10%
O=C1CN(C(=O)c2cc(Br)c(Br)s2)c2ccccc2N1 | 2.4% | -4% | 5% | 0% | 3% | VEEV TC-83 Vero 10K pilot screen=8.0

Screens as filed in PubChem BioAssay.
